HER2 expr 66K: inhibitors of human Her2 kinase expression; P04626; SKBR-3 HER2 protein level, AlphaScreen, 18-24 h; active compounds read low; HER2 level % of control, % at 10 µM; 65,000 tested, 0.69% active; AID 645;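 active = HER2 level under 5% of the carrier-only control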;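 note: 100% = DMSO carrier and 0% = 500 nM PU-H71 HSP90 inhibitor; lower value means stronger loss of Her2 protein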
HEK293 NFkB inh: inhibitors of the PMA/ionomycin-induced NF-kB reporter in HEK293 cells; 62,000 tested, 0.21% active; AID 465; inhibition, % at 3 µM; HEK-293 NF-kB luciferase reporter, luminescence;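 active = inhibition above the mean of all tested compounds plus 3 SD, cut at about 40% in these data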;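 note: 0% = stimulated DMSO wells and 100% = 10 µM reference inhibitor 5653914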
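Signal: luciferase luminescence; Material: HEK-293 cells with stable firefly luciferase reporter driven by four HIV NF-kB elements; Probe or stimulus: PMA with ionomycin; Replication: tested once; Times: 1 h compound pretreatment, then 16 h stimulation at 37 °C, 5% CO2; Benchmarks: DMSO and 10 µM reference inhibitor; Evaluation: per-plate % inhibition versus controls.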
Jurkat viability: cytotoxicity toward Jurkat cells; inhibition, % at 4 µM; 56,000 tested, 1.2% active; Jurkat E6.1 viability, ATP luminescence, 48 h;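 active = inhibition above the mean inhibition of all tested compounds plus 3 SD, cut at about 28% in these data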
S1P3 agonist: S1P3 (human) receptor agonism | S1P3 NFAT-BLA reporter cells, FRET ratio; relative to 1 µM S1P, basal subtracted | activation, % at 4.5 µM | 60,000 tested, 0.1% active | AID 373;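 active = activation above the screen-wide mean plus 3 SD, cut at about 4.5% in these data, passing the limit was not always enough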; note: some compounds called inactive have numbers as strong as hits
Target sequence (Q99500 whole entry, looked up): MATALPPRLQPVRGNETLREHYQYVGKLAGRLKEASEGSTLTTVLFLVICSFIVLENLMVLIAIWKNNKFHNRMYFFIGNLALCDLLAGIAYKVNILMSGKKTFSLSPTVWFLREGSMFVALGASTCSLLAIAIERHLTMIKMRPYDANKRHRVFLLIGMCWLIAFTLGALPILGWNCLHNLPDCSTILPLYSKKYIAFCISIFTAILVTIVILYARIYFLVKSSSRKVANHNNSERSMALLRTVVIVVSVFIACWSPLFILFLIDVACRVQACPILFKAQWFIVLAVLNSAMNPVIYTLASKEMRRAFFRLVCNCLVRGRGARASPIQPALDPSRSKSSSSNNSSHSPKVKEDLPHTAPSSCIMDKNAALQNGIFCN
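Material: Human S1P3 NFAT-BLA reporter CHO cells | Incubation: Overnight plating, 4 h compound 37 °C, 2 h substrate RT | Signal: FRET β-lactamase substrate fluorescence, excitation 405 nm, 460/535 nm emission ratio, background-subtracted | Compound: 4.5 µM final, single dose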
M1 ag: activates the M1 muscarinic receptor | CHO-M1 cells, Fluo-4 calcium fluorescence, agonist mode; active compounds read high | B-score at 10 µM | 64,000 tested, 3% active;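 active = fluorescence rise, raw or as B-score row- and column-corrected plate score, outside the 99.7% band of its plate's samples, either direction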
HTR1E agonist: activates the human 5-HT1E serotonin receptor; AID 574; CHO 5-HT1E Ga15 NFAT-bla reporter, FRET; 0% DMSO wells, 100% control agonist wells; activation, % at 6 µM; P28566; 65,000 tested, 0.69% active;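 active = activation above a set limit, the screen-wide mean activation plus 3 SD, cut at about 8.5% in these data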;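 note: 100% = positive control agonist at 1 µM giving full maximal response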
S1P1 ag pot: activates or potentiates agonism at human S1P1 receptor | S1P1 CRE-bla cells, forskolin, beta-lactamase FRET, potentiator mode; S1P1 agonist co-added at EC20, 2 nM; 100% = saturating reference agonist, 0% = basal | activation, % at 9.5 µM | 56,000 tested, 0.57% active;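 active = activation above a cutoff set at the mean activation of all tested compounds plus 3 SD, cut at about 54% in these data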;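 note: forskolin at 4 µM as EC80 and the EC20 agonist is SEW2871; 100% = SEW2871 at its EC100 plus forskolin at EC80; some compounds past the cut are filed as inactive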
HTR1E antagonist: 5-HT1E (human) receptor antagonism | P28566 | CHO 5-HT1E Ga15 NFAT-bla reporter, FRET, antagonist | inhibition, % at 6 µM | 65,000 tested, 0.99% active | AID 571;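 active = inhibition above a set limit, the mean inhibition across every tested compound plus 3 SD, cut at about 29% in these data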;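 note: signal is the 460 over 535 nm emission ratio of beta-lactamase substrate; 0% = agonist plus DMSO wells and 100% = wells without agonist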
M1 antag: antagonists of rat M1 muscarinic receptor. CHO-M1 cells, Fluo-4 calcium, ACh EC80 antagonist mode; active compounds read low. B-score at 10 µM. P08482. 64,000 tested, 3.4% active;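 active = calcium fluorescence response, raw or row-and-column corrected B-score, differing from the plate sample mean either way at a set confidence level, mostly lower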
Target sequence (P08482 whole entry, looked up): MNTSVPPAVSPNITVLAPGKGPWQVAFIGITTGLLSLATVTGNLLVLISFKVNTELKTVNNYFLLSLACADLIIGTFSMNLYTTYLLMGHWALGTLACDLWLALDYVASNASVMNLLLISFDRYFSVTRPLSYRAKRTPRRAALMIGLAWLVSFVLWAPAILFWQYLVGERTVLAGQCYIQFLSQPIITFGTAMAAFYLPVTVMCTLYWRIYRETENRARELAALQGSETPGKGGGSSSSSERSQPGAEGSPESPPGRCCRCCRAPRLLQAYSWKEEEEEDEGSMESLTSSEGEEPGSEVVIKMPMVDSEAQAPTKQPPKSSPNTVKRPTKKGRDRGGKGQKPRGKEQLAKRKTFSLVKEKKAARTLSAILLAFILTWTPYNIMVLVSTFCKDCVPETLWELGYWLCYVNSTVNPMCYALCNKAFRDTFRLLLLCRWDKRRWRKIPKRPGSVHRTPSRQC
Numbers without * were called inactive; x = not tested or not shown. Hits appear at their usual frequency. About 9.2% of those tested had a hit in this group.

SMILES	HER2 expr 66K	HEK293 NFkB inh	Jurkat viability	S1P3 agonist	M1 ag	HTR1E agonist	S1P1 ag pot	HTR1E antagonist	M1 antag
O=C(CSc1nc2ccncc2[nH]1)Nc1ccccc1C(F)(F)F	108	13	5	-0.3	-0.51	-1.0	-6	-7	-1.3
COCCn1nnnc1CN(Cc1cc2cc(OC)c(OC)cc2[nH]c1=O)C1CCCC1	93	4	5	-0.2	0.2	0.1	18	11	0.86
CC(=O)n1nc(-c2cccnc2)nc1N	116	15	-4	0.6	-0.16	-0.8	-7	-10	0.22
COc1ccc(NC(=O)c2oc3ccccc3c2NC(=O)COc2ccccc2OC)c(OC)c1	8	18	-9	-0.6	0.49	-0.3	-41	1	0.32
CCCOC(=O)Cc1n[nH]c(=O)[nH]c1=O	106	4	-5	-0.4	0.66	-0.1	-3	5	0.0088
O=C(Cc1cn2ccsc2n1)Nc1ccccc1Oc1ccccc1	93	10	2	-0.6	0.39	-1.2	11	19	0.045
O=C(OC1CCOC1=O)c1ccc(-c2nc3ccccc3s2)s1 (centres undefined)	84	-11	4	-0.1	-0.068	-0.6	-26	5	0.35
O=C(CSc1ncn(-c2ccccc2)n1)c1cccs1	83	-13	6	-0.1	-0.026	0.2	x	-7	-2.4
O=C(NCc1ccco1)C1(S(=O)(=O)c2ccc(Cl)cc2)CC1	87	11	5	-0.4	0.54	-0.1	4	3	-0.37
CCCCn1c(CCCNC(=O)CC)nc2ccccc21	89	7	6	-0.4	-0.35	0.5	-7	16	1.7
O=C(CN1CCN(c2ccc(F)cc2)CC1)NCC1CCCO1 (centres undefined)	99	8	-2	-0.7	0.19	-1.6	22	6	0.4
Cc1c(C(=O)NCc2ccccn2)oc2ccccc12	93	-1	-2	-0.5	0.54	0.4	12	-4	-0.66
CC1CCCN(c2nc3c(c(=O)[nH]c(=O)n3C)n2CCSc2ncccn2)C1 (centres undefined)	58	18	10	-2.0	0.15	0.7	-20	20	0.3
CC(C)(C)C1CCc2onc(C(=O)Nc3cccnc3)c2C1 (centres undefined)	96	24	7	0.0	0.44	1.8	6	5	0.54
CCOc1cc(CNn2cnnc2)ccc1OCC(=O)NC1CCCCC1	83	6	-4	-0.4	0.77	-0.2	0	-4	-0.13
O=C(NCC(=O)N1CCCC1)c1cccs1	120	-3	-2	-0.4	-0.047	-1.4	-5	9	-0.15
O=C(O)CCc1ccc(-c2ccccc2)n1CC(=O)O	96	1	x	x	-0.55	-0.3	x	-2	-0.25
Cc1ccc(NC(=O)CCC(=O)OCCCC(F)(F)C(F)(F)F)cc1	82	-2	1	-0.2	0.71	-0.3	11	7	-0.24
CCc1nnc2sc(-c3ccc(NC(=O)CSc4ccc(Cl)cc4)cc3)nn12	117	6	9	-0.5	-0.11	-0.6	-14	4	-0.4
Cc1ccc(C(=O)Nc2nc3c(s2)CCCC3)o1	99	-49	11	-0.6	-0.046	1.4	x	-7	-0.88

Molecules from the list above with an aryl thioether with sulfur outside any ring, in the order listed:
SMILES	HER2 expr 66K	HEK293 NFkB inh	Jurkat viability	S1P3 agonist	M1 ag	HTR1E agonist	S1P1 ag pot	HTR1E antagonist	M1 antag
O=C(CSc1nc2ccncc2[nH]1)Nc1ccccc1C(F)(F)F	108	13	5	-0.3	-0.51	-1.0	-6	-7	-1.3
O=C(CSc1ncn(-c2ccccc2)n1)c1cccs1	83	-13	6	-0.1	-0.026	0.2	x	-7	-2.4
CC1CCCN(c2nc3c(c(=O)[nH]c(=O)n3C)n2CCSc2ncccn2)C1 (centres undefined)	58	18	10	-2.0	0.15	0.7	-20	20	0.3
CCc1nnc2sc(-c3ccc(NC(=O)CSc4ccc(Cl)cc4)cc3)nn12	117	6	9	-0.5	-0.11	-0.6	-14	4	-0.4

Remaining list, next part:
SMILES	HER2 expr 66K	HEK293 NFkB inh	Jurkat viability	S1P3 agonist	M1 ag	HTR1E agonist	S1P1 ag pot	HTR1E antagonist	M1 antag
CS(=O)(=O)N(CC(=O)Nc1ccc2c(c1)OCO2)c1ccc(Cl)cc1	180	10	x	x	0.0041	-1.2	x	1	0.36
Cc1ccc(C)n1NC(=O)c1ccccc1Cl	107	14	-4	-0.3	0.23	0.0	3	-2	-0.74
O=C(Nc1sc2c(c1C(=O)NC1CC1)CCCCCC2)c1ccco1	157	22	-3	-0.3	0.13	0.1	16	2	0.11
Cc1cc(NC(=O)C2C3C(=O)N(CCC(C)C)C(C(=O)NCc4ccccc4)C34C=CC2(C)O4)no1 (centres undefined)	117	3	4	-0.9	0.44	-0.2	1	-1	0.35
CCCCNC(=O)CC1N=C2c3ccccc3N=C(SCC(=O)Nc3cccc(C)c3)N2C1=O (centres undefined)	83	19	x	x	-0.2	-0.9	x	5	0.31
CCOCCCN1CC(C(=O)NCCc2ccccc2)CC1=O (centres undefined)	102	13	4	0.2	0.29	0.4	-21	-4	2.2*
CC(C)NC(=O)CCNC(=O)c1ccc(F)cc1	109	11	0	0.8	-1.3	0.9	-7	2	-0.42
N#CC1=C2SCN(c3ccccc3)CN2C(=O)CC1c1ccccc1Cl (centres undefined)	99	8	5	-0.1	0.048	1.2	-18	2	-0.039
Cn1c(CNc2nc3ccccc3n2CCN2CCCCC2)nc2ccccc21	80	11	2	-0.1	-0.74	0.5	14	-8	-0.64
CCC1CCCCN1C(=O)COC(=O)c1cc2ccccc2cc1O (centres undefined)	90	9	-8	-1.2	0.58	1.5	13	-1	-1
O=C(Nc1ccc2c(c1)oc1ccccc12)N1CCOCC1	70	-19	3	-1.0	0.0075	-1.0	-1	3	0.96
CCN1CCN(c2ncnc3c2cnn3-c2ccc(C)cc2C)CC1	121	13	10	-1.6	-0.61	0.6	-11	-4	1.5
CCCCS(=O)(=O)Nc1ccc(C(=O)NCC2CCCO2)cc1 (centres undefined)	x	6	8	-0.5	x	-0.3	-2	-2	x
COc1ccc(NC(=O)Nc2cccc(C(=O)N3CCOCC3)c2)cc1OC	116	x	x	-2.9	-0.26	-0.2	2	6	-1
CS(=O)(=O)c1nc(-c2ccco2)cc(C(F)(F)F)n1	-22*	14	x	x	-0.2	-1.3	x	100*	-0.043
O=C(CN1C(=O)c2ccccc2S1(=O)=O)N1CCN(c2ccccc2F)CC1	69	15	x	x	-2	-0.4	x	3	0.22
O=c1cc(NCc2ccccc2)nc2n1CCCS2	100	x	x	-3.4	0.074	0.0	-1	4	-0.033
CC(=O)NCCn1c(SCC(=O)c2ccccc2)nc2ccccc2c1=O	62	22	2	-0.6	0.5	0.3	24	17	0.018
CCOC(=O)C1=C(C)NC(=O)C(C#N)C1c1ccco1 (centres undefined)	86	5	-6	-0.4	0.25	1.2	-24	-12	-0.51
CC1CCCCN1CCNC(=O)C1CCN(S(=O)(=O)c2cccc3cccnc23)CC1 (centres undefined)	83	24	15	-0.6	-0.016	0.8	4	24	-0.61

5 compounds from above, ordered by the number in HTR1E antagonist, highest first:
SMILES,HER2 expr 66K,HEK293 NFkB inh,S1P3 agonist,M1 ag,HTR1E agonist,S1P1 ag pot,HTR1E antagonist,M1 antag
CS(=O)(=O)c1nc(-c2ccco2)cc(C(F)(F)F)n1,-22*,14,x,-0.2,-1.3,x,100*,-0.043
CC1CCCCN1CCNC(=O)C1CCN(S(=O)(=O)c2cccc3cccnc23)CC1 (centres undefined),83,24,-0.6,-0.016,0.8,4,24,-0.61
CC(=O)NCCn1c(SCC(=O)c2ccccc2)nc2ccccc2c1=O,62,22,-0.6,0.5,0.3,24,17,0.018
O=C(CN1C(=O)c2ccccc2S1(=O)=O)N1CCN(c2ccccc2F)CC1,69,15,x,-2,-0.4,x,3,0.22
CCCCS(=O)(=O)Nc1ccc(C(=O)NCC2CCCO2)cc1 (centres undefined),x,6,-0.5,x,-0.3,-2,-2,x

The listing continues.
SMILES	HER2 expr 66K	HEK293 NFkB inh	Jurkat viability	S1P3 agonist	M1 ag	HTR1E agonist	S1P1 ag pot	HTR1E antagonist	M1 antag
Cc1ccc(C(=O)N2CCN(C(=O)CN3CCCC3)C2)cc1	60	3	-4	-0.7	0.022	-0.4	-2	8	0.43
CCCc1cc(C(=O)NCc2ccccc2)no1	105	-10	-1	1.5	-1.1	0.0	2	-5	-0.2
O=C(c1ccc2c(=O)n(Cc3ccco3)c(=S)[nH]c2c1)N1CCN(c2ccccc2)CC1	94	11	-7	0.1	-0.33	-0.1	-6	6	0.49
COC(=O)c1cccc(NC(=O)CN(c2ccc3c(c2)OCO3)S(C)(=O)=O)c1C	111	8	4	-0.8	-1.9	0.4	-4	-2	-0.65
Cc1cc2c(c(=O)n1CC1CCCO1)C(c1ccc3c(c1)OCO3)C(C#N)=C(N)O2 (centres undefined)	80	x	x	-2.4	0.96	-0.2	-1	-5	-0.024
c1ccc(-n2c(SCC3CCCCO3)nnc2-c2cnccn2)cc1 (centres undefined)	96	-20	9	-0.7	-0.0055	0.0	x	12	0.65
Cc1nn(Cc2ccc(C(=O)NC3CCCCC3)o2)c(C)c1Br	128	10	4	-0.6	0.64	-0.1	-26	-4	0.029
Cc1nn(-c2ccccc2)c2c1C1(C(=O)Nc3ccccc31)N1C(=N2)Sc2ccccc21 (centres undefined)	94	-3	4	-0.8	0.06	0.7	10	-6	0.35
O=C(CCNC(=O)Cn1ccc2ccccc2c1=O)NCCN1CCN(c2cccc(Cl)c2)CC1	71	7	0	0.4	x	3.9	13	0	x
Cc1nn(C)cc1NC(=O)CCSc1nc(-c2ccco2)cc(C(F)(F)F)n1	112	8	-11	-1.2	-0.13	-0.3	-5	7	-0.49
Cc1cc(C)n(-c2nnc(C)n2N)n1	138	6	-6	-0.4	1.4	-0.5	-36	-8	0.28
O=C1N/C(=N/c2ccccn2)SC1Cc1ccccc1 (centres undefined)	104	25	5	-1.7	0.088	-0.3	4	24	0.099
CCOc1ccccc1NC(=O)c1ccccc1N(C)S(C)(=O)=O	83	8	0	-0.2	-1.5	0.1	8	-10	-0.53
CCCCn1c(CCNC(=O)c2cccs2)nc2ccccc21	69	-1	3	-0.5	-2.5	1.4	7	5	-0.11
Cc1cc(C)nc(NC2=NCC(=O)N2c2cc(Cl)cc(Cl)c2)n1	108	4	1	-0.3	0.71	-0.2	x	5	0.023
CCCCN(C)CCC(=O)Nc1ccc(OC)cc1OC	88	10	7	-0.6	x	-0.8	x	6	x
Cc1ncsc1C(=O)Nc1nc2c(s1)CCCC2	89	-26	6	-0.5	0.76	0.8	0	-8	-0.038
CC(C)C1=C2CCCCC2NC(=O)N1 (centres undefined)	114	5	-8	-0.2	-0.023	-0.1	7	0	-0.45
CS(=O)(=O)N1CCN(C(=O)c2cc3ccccc3oc2=O)CC1	142	12	-5	0.0	-1.4	-0.4	-14	-8	-0.43
CN(C)C(CNC(=O)Nc1cccc(Cl)c1)c1cccnc1 (centres undefined)	86	7	0	-0.5	1	-0.1	11	12	0.18

In another format: entries from further up
molecule | HER2 expr 66K | HEK293 NFkB inh | Jurkat viability | S1P3 agonist | M1 ag | HTR1E agonist | S1P1 ag pot | HTR1E antagonist | M1 antag
CS(=O)(=O)N(CC(=O)Nc1ccc2c(c1)OCO2)c1ccc(Cl)cc1 | 180 | 10 | x | x | 0.0041 | -1.2 | x | 1 | 0.36
Cc1ccc(NC(=O)CCC(=O)OCCCC(F)(F)C(F)(F)F)cc1 | 82 | -2 | 1 | -0.2 | 0.71 | -0.3 | 11 | 7 | -0.24

Screening data: PubChem, several laboratories
